Source: PubChem BioAssay (several laboratories)
Mtb RmlCD inh: M. tuberculosis RmlC/RmlD coupled enzyme inhibitors, primary screen, biochemical, compound mixtures, 384-well, from 1536-well plates; dTDP-4-dehydrorhamnose reductase (Mycobacterium tuberculosis (strain ATCC 25618 / H37Rv)) …; RmlC+RmlD coupled enzyme assay, percent inhibition; primary screen in compound mixtures; inhibition, % at 3.6 µM; hit rate 0.03% among 160,000; AID 1533, 2009; in the data active = inhibition mostly above about 34%, no sharp cut-off; note: some results filed as inactive read as strong as hits
Target sequence (P9WH09 whole entry, looked up): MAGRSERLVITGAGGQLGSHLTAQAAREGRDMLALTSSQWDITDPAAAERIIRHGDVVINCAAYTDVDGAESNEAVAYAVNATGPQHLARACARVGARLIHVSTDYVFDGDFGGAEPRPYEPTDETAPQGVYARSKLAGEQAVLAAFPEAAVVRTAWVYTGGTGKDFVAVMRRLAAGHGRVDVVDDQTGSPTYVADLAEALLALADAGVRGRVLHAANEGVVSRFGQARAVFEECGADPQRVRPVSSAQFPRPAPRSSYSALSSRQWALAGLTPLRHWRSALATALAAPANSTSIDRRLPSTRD
Target sequence (P9WH11 whole entry, looked up): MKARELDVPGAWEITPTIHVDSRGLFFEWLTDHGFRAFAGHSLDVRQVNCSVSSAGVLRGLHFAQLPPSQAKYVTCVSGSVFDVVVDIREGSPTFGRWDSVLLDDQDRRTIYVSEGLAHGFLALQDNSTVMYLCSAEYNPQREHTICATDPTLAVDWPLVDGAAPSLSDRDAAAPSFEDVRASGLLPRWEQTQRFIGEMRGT
GlmU inhibition: inhibition of mycobacterial GlmU enzyme – biochemical, glucosamine-1-phosphate acetyltransferase (AID 1376). M. tuberculosis GlmU acetyltransferase enzyme assay; higher % means a stronger effect. Bifunctional protein GlmU (Mycobacterium tuberculosis (strain ATCC 25618 / H37Rv)). hit rate 0.25% among 220,000. inhibition, %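 (tested at 30 µM in the primary screen)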; hits with a dose series show IC50 in µM; in the data active = inhibition above about 13%;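 note: 0% = complete reaction with vehicle and 100% = reaction without substrate; strong numbers were not always called active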
* = called active by the depositor; · = no result given; & = joins results of further samples.

Start of the listing, in advance:
SMILES,Mtb RmlCD inh,GlmU inhibition
Cc1ccc(C2/C(=C(/O)c3ccc(OC(C)C)cc3)C(=O)C(=O)N2CCN2CCOCC2)cc1 (stereo not drawn),-1,2.7%
COc1ccc(-c2[nH]c3ccccc3c2SCCNC(=O)c2cc3ccccc3oc2=O)cc1,·,1.1%

This part in full, from the first entry:
SMILES,Mtb RmlCD inh,GlmU inhibition
Cc1ccc(C2/C(=C(/O)c3ccc(OC(C)C)cc3)C(=O)C(=O)N2CCN2CCOCC2)cc1 (stereo not drawn),-1,2.7%
COc1ccc(-c2[nH]c3ccccc3c2SCCNC(=O)c2cc3ccccc3oc2=O)cc1,·,1.1%
CC(O)c1c(OCc2ccccc2)ncnc1OCc1ccccc1 (stereo not drawn),-5,-1.9%
CCN(CC)C(=O)CSc1nc(N)c2c3c(sc2n1)CC(C)CC3 (stereo not drawn),-5,3.3%
CCc1ccc(CN(C)C(=O)CCc2nnc(Cc3cccc(C)c3)o2)nc1,-3,0.4%
COc1cccc(CNc2ccc(N3CCCCC3)cc2)c1OC,·,8.7%
COC(=O)N/N=C/c1cc(C)n(-c2cccc3ccccc23)c1C,0,2.9%
O=C(CSc1nnc(-c2cccc(S(=O)(=O)N3CCCC3)c2)n1-c1ccccc1)Nc1cccc(C(=O)O)c1,-2,-3.4%
CCS(=O)(=O)Nc1cccc(C2=NN(S(C)(=O)=O)C(c3ccccc3)C2)c1 (stereo not drawn),·,-4.1%
CCN(CC)S(=O)(=O)c1ccc(Br)c(OC)c1,·,5.7%
COc1cc(C(=O)N2CCN(c3cc(Cl)ccc3Cl)CC2)cc(OC)c1OC,-8,0.2%
COc1ccc(CCNC(=O)c2ccc3nc(-c4ccco4)c(-c4ccco4)nc3c2)cc1OC,10,·
O=C(NCCCN1CCOCC1)c1ccc(Sc2ccc(F)cc2)c([N+](=O)[O-])c1,-13,-2.4%
Cc1sc(NC(=O)Nc2ccccc2)c(C(N)=O)c1C,·,-1.8%
Cc1c(C(=O)NCCCN2CCOCC2)sc2nc(-c3ccc(F)cc3)cn12,-7,5.3%
O=C(NN=C1CCCCCC1)c1ccc(Br)o1,1,-5.7%
COc1ccc(C(=O)OCC(=O)NCC2CCCO2)cc1[N+](=O)[O-] (stereo not drawn),8,-5.9%
COc1ccc(NC(=O)COC(=O)c2c(F)cccc2Cl)cc1OC,4,-0.1%
O=C(NC(Cc1c[nH]c2ccccc12)C(=O)Nc1ccc(F)c([N+](=O)[O-])c1)c1cccs1 (stereo not drawn),-1,0.7%
CC1=Nn2c(nnc2-c2cc(-c3ccccc3)n[nH]2)SC1,·,3.1%
CCOc1ccc(-c2csc(NC(=O)c3ccc(S(=O)(=O)N4CCc5ccccc5C4)cc3)n2)cc1,7,6.4%
COc1cc(CO)cc(-c2cc(CO)cc(OC)c2OC)c1OC,·,3.7%
NC(=NCCc1c[nH]c2ccccc12)NC(=O)c1ccc(Cl)cc1,6,-5.5%
Cc1cc(C)n(CC(C)O)c(=O)c1C#N (stereo not drawn),11,0.5%
COc1ccc(Nc2nnc(Cc3ccccc3)c(=O)[nH]2)c(OC)c1,11,-2.5%
O=C(COC(=O)c1cc(-c2cccs2)nc2ccccc12)NC1CCS(=O)(=O)C1 (stereo not drawn),17,-3.7%
COc1ccccc1NC(=S)NCc1cccs1,-7,9.0%
CCOC(=O)c1cnc(Nc2nc3ccccc3o2)nc1CN1CCN(C)CC1,22,·
CCCCCCCN1C2=NCCCN2c2ccccc21,-2,-4.3%
Cc1ccc(NC2=C(Cl)C(=O)OC2OC(=O)c2ccccc2C)cc1 (stereo not drawn),2,2.8%
CC(C(=O)c1c[nH]c2ccccc12)N1CCOCC1 (stereo not drawn),-9,-3.6%
COc1ccc(-c2c(C)n([O-])c3c([n+]2=O)CCCCC3)cc1,·,1.9%
O=C(N/N=C/c1sc(N2CCCCC2)nc1-c1cccs1)C1CC1,-11,4.5%
C#CCOCCOCCOCCNc1nc(N2CCN(C(=O)[C@H](CCCCN)n3cc(C(N)CO)nn3)CC2)nc(N2CCN(C(=O)[C@H](CCC(=O)O)n3cc(C(N)Cc4ccc(O)cc4)nn3)CC2)n1 (stereo partly drawn),2,-3.1%
COc1ccc(N/C(=C(/C(Cl)=C(Cl)Cl)[N+](=O)[O-])n2nnc3ccccc32)cc1,·,-4.5%
CCOc1cc(NC(=O)c2cccs2)c(OCC)cc1NC(=O)c1ccccn1,-12,-2.4%
Cc1ccc(NNC(=O)c2c(C)noc2C)cc1Cl,-18,0.4%
Cc1cccc(OC(=O)C2C(c3ccccc3)C(C(=O)O)C2c2ccccc2)c1 (stereo not drawn),8,3.6%
CC(C)C(=O)NCCc1nc(-c2ccccc2)no1,·,2.6%
COc1ccc(NC(=O)CSc2nnc(-c3cccnc3)o2)cc1,12,3.8%
COc1cccc(-n2nnnc2SCC(=O)NCCc2ccc(OC)c(OC)c2)c1,·,2.0%
C/C(=C\C(=S)Nc1ccccc1)Nc1cccc2ccccc12,·,-2.3%
COC(=O)c1ccc(Sc2ccccc2NS(=O)(=O)c2ccc(NC(C)=O)cc2)nc1,5,0.1%
C(=C\c1nc(-c2cccnc2)no1)/c1ccccc1,-14,-6.9%
CC(C)(C)NC(=O)C1CC(=O)OC12CCOC(C)(C)C2 (stereo not drawn),5,0.1%
CCc1ccc(NC(=O)N2CCN(c3ccc(F)cc3)CC2)cc1,7,-0.4%
O=C(Nc1ccccc1)N1CCSc2cc(Cl)ccc21,-9,-3.8%
Cc1cc(C)c([N+](=O)[O-])cc1NCC(=O)N1CCN(c2ccccc2)CC1,7,-3.5%
COC(=O)c1ccc2c(c1)N(C)S(=O)(=O)c1cnc(SCC(=O)C(C)(C)C)nc1-2,-4,3.4%
CC(C)(C)NC(=O)C(c1ccncc1)N(Cc1ccco1)C(=O)c1ccc(-c2ccccc2)[nH]1 (stereo not drawn),0,-4.3%
O=C(O)C1OC(Oc2c(-c3ccc(O)c(O)c3)oc3cc(O)cc(O)c3c2=O)C(O)C(O)C1O (stereo not drawn),·,-1.1%
CCOc1ccccc1NC(=O)C(OC(=O)c1ccc(CC)cc1)c1ccccc1 (stereo not drawn),3,0.8%
Cc1ccc2cc(C(=O)O)c(C)nc2c1,·,1.4%
CCOC(=O)C1=C(C)NC(C)=C(C(=O)OCC)C1,-12&6,-2.3%&2.5%
CSc1nc2cc(S(=O)(=O)N3CCOCC3)ccc2s1,5,0.0%
CCOc1ccc(S(=O)(=O)N(CC)CC)cc1NS(=O)(=O)c1ccc(F)c(F)c1F,6,1.4%
C/C(=N\NC(=O)c1ccccc1)c1ccc(-n2ccnc2)cc1,-8,3.1%
CCC(C)NC(=O)c1ccccc1-c1nc2ccccc2[nH]1 (stereo not drawn),-7,5.4%
CCOC(=O)c1c(NC(=O)Cn2cnc([N+](=O)[O-])n2)sc2c1CCCC2,-15,0.0%
CCC(=O)Nc1c(C)nn(C(=O)CC)c1C,·,4.6%

(listing goes on)
SMILES,Mtb RmlCD inh,GlmU inhibition
Cc1[nH]c2ccccc2c1C(=O)CN1C(=O)C(=O)N(Cc2ccco2)C1=O,-11,-2.8%
CCCCOC(=O)c1nc[nH]c1C(=O)OCCCC,-9,-4.1%
CCOc1cc(N2CCOCC2)c(OCC)cc1NC(=O)CSc1ncn[nH]1,-15,-1.1%
O=S(=O)(Nc1nc2ccccc2nc1NCC1CCCO1)c1cccc(Cl)c1 (stereo not drawn),5,-3.2%
COc1ccc2[nH]c3c(N4CCN(Cc5ccc6c(c5)OCO6)CC4)ncnc3c2c1,11,1.2%
CC(C)OC(=O)CSc1nnc(-c2ccncc2)n1N,-6,1.9%
Cc1cc(-c2cc(C(=O)O)c3ccccc3n2)c(C)s1,-13,8.3%
COc1ccc(N=Cc2oc3ccc4ccccc4c3c2O)cc1,-10,-2.5%
C/C(=N\NS(=O)(=O)c1ccc([N+](=O)[O-])cc1)c1ccc(NC(=O)c2ccco2)cc1,6,2.6%
CC(=O)NCCOC(=O)Nc1sc(=S)n(C)c1C,9,7.7%
COc1cc(NS(=O)(=O)c2ccc(NC(=S)NC(=O)/C=C/c3ccc(F)cc3)cc2)ncn1,-8,1.3%
CCOc1ccc2ccccc2c1/C=N/n1cncn1,·,-0.2%
Cc1csc(NC(=O)c2nc3nc(C)cc(C)n3n2)n1,·,1.5%
CC(C)Oc1ccc(CNC2CCOC(C)(C)C2)cc1 (stereo not drawn),-7,5.4%
COC(=O)CSc1nccc(-c2cccs2)n1,2,-4.3%
O=c1c(Cl)c(N/N=C/c2ccc(Cl)cc2)cnn1-c1ccccc1,3,1.3%
Cc1cc(C)n(-c2nc3ccccc3nc2N2CCN(C(=O)c3ccc(F)cc3)CC2)n1,-11,4.6%
COc1ccc(S(=O)(=O)N(CCCN2CCCC2=O)Cc2cc3cc(C)c(C)cc3[nH]c2=O)cc1,-9,-0.3%
O=C(NCc1ccco1)c1nn(-c2ccccc2)c(=O)c2ccccc12,·,1.0%
O=C(CSc1nc2c(c(C(F)(F)F)n1)CCc1ccccc1-2)NCc1ccco1,·,-5.7%
CCOc1cc(/C=N\NC(=O)Cn2nc([N+](=O)[O-])cc2C)ccc1OCc1cccc2ccccc12,12,4.3%
O=C(COC(=O)CCc1c[nH]c2ccccc12)NCc1ccc(Cl)cc1,15,-1.2%
O=C(c1cccn2c(=O)c3cc(Cl)ccc3nc12)N1CCOCC1,11,7.2%
O=[N+]([O-])c1ccc(NCCCN2CCOCC2)c([N+](=O)[O-])c1,-9,2.2%
FC(F)(F)c1ccc2c(c1)nnn2C1CCN(Cc2nnnn2Cc2ccccc2)CC1,12,1.3%
Nc1c(C(=O)OCC(=O)NCc2ccccc2)[nH]c(=O)[nH]c1=O,-11,-0.3%
O=C(c1ccc(S(=O)(=O)N2CCCCC2)cc1)N1CCN(CCN2C(=O)c3cccc4cccc(c34)C2=O)CC1,-10,4.4%
CC(=O)c1ccccc1NS(C)(=O)=O,8,-5.0%
O=C(O)/C=C/c1cccc2c1OCCO2,7,2.7%
N/C(=N\OC(=O)Cc1ccccc1[N+](=O)[O-])c1ccncc1,-7,4.9%
Cc1cc(C)nc(N/C(=N\S(=O)(=O)Cc2ccccc2)Nc2ccc(F)c(Cl)c2)n1,3,-3.3%
Nn1nnc2ccccc21,·,-1.3%
Cc1ccc(C)c(NC(=O)COC(=O)CCc2ccc(S(=O)(=O)N3CCOCC3)cc2)c1,5,0.9%
COCOc1cc(O)c2c(=O)c(OCOC)c(-c3ccc(OCOC)c(OCOC)c3)oc2c1,·,-2.3%
CCCCc1ccc(NC(=O)COc2ccc(C(=O)Nc3ccccc3OC)cc2)cc1,-1,-0.1%
Cc1ccc(NC(=O)COC(=O)CCC(=O)c2ccc(Cl)cc2)cc1S(=O)(=O)N(C)C,0,-4.0%
O=C(OC(C(=O)NCc1ccco1)C(OC(=O)c1ccccc1)C(=O)NCc1ccco1)c1ccccc1 (stereo not drawn),-10,5.4%
CCN(C(=O)c1cnc(OC)cc1C(F)(F)F)c1ccc(Cl)cc1,-4,·
COC(=O)c1c(C(=O)OC)c(-c2cccc(C)c2)n2c1CS(=O)C2 (stereo not drawn),·,-2.1%
O=C(NCc1cccnc1)c1nc(-c2ccc(C(F)(F)F)cc2)no1,-11,0.5%

Quoted at random: 3 records from the list.
SMILES,Mtb RmlCD inh,GlmU inhibition
CCOc1cc(/C=N\NC(=O)Cn2nc([N+](=O)[O-])cc2C)ccc1OCc1cccc2ccccc12,12,4.3%
Cc1cc(C)n(CC(C)O)c(=O)c1C#N (stereo not drawn),11,0.5%
COCOc1cc(O)c2c(=O)c(OCOC)c(-c3ccc(OCOC)c(OCOC)c3)oc2c1,·,-2.3%

The results go on:
SMILES,Mtb RmlCD inh,GlmU inhibition
COc1ccc(C(NC(=O)/C=C/c2ccco2)c2ccc(OC)c(OC)c2)cc1 (stereo not drawn),·,4.7%
CSc1nnc(-c2cccn(Cc3ccccc3)c2=O)o1,-9,2.5%
CCOC(=O)c1c(-c2ccc(C)c(C)c2)csc1NC(=O)C1CC=CCC1C(=O)O (stereo not drawn),5,·
NC(=O)COC(=O)/C=C/c1ccccc1[N+](=O)[O-],5,1.1%
CC(C)(C)c1ccc(S(=O)(=O)Nc2ccccn2)cc1,-8,-2.5%
COc1cc(OC)c(CN2CCC(CO)(CCOc3ccccc3)CC2)c(OC)c1,4,1.8%
O=C(Cc1c[nH]c2ccccc12)NCc1ccco1,·,-2.1%
CCOC(=O)c1cc(-c2ccc(OC)cc2)nn1-c1ccccc1C(=O)O,·,2.4%
Cn1c(=O)[nH]c(=O)c2c1nc(NCCCn1ccnc1)n2CCOc1ccccc1,·,1.4%
C/C(=N\NC(=O)c1c[nH]c2ccccc12)c1ccccn1,-5,-5.7%
COc1ccc(C)cc1NC(=O)c1cc2ccccc2o1,-10,-1.6%
CC1=CC(C)(C)N2C(=O)C3(SCC(=O)N3c3ccc(O)cc3)c3cc(C)cc1c32 (stereo not drawn),0,0.2%
COc1cc(OC)cc(C(=O)Nc2ncc3c(n2)CC(C)CC3=O)c1 (stereo not drawn),·,-5.0%
COC(=O)CSc1nnc(CNC(=O)c2ccc(S(=O)(=O)N(C)C)cc2)n1C,44,-7.1%
COc1ccc(-c2cn3c4c(sc3n2)CCCC4)cc1,18,3.6%

The list is partial (hit frequency here may not be typical).
